GLS inhibitor: qHTS for Inhibitors of Glutaminase (GLS). 410,000 tested, 0.21% active. Potency, µM (top dose mostly 45.5 µM), inactives show top-dose activity change, negative = inhibition, actives largely listed as inhibitors. GLS enzymatic activity, qHTS titration; also: % is scaled to controls: 0 for no effect and ±100 for the full control effect
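Compounds were pin-transferred onto hKGA, after which L-glutamine (1 mM solution) and a detection mix of glutamate oxidase, HRP and Amplex Red were added. Initial and 30 min RT fluorescence reads were collected.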
HP1b chromo inh: HTS for Inhibitors of HP1-beta Chromodomain Interactions with Methylated Histone Tails | Chromobox protein homolog 1 (Homo sapiens), P83916 | AlphaScreen HP1-beta / biotin-H3K9me3 peptide binding | Potency, µM (top dose mostly 114 µM), without a hit: at the top dose activity change, negative = inhibition, hits mostly inhibitors | 390,000 tested, 0.56% active; also: nearly all actives have a fitted effect of over 70% in size; inactives centre near 23
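Compound inhibition of the preformed complex between 50 nM HP1-beta and 50 nM biotinylated H3K9me3 peptide was read by AlphaScreen. Buffer was PBS pH 7.4 with 0.01% Tween-20. Incubations ran 30 min at room temperature, with 10 ug/mL donor/acceptor beads.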
RGS4 inhibitor: Inhibitors of Regulator of G Protein Signaling (RGS) 4: qHTS; Regulator of G-protein signaling 4 (Homo sapiens), P49798; Transcreener GDP fluorescence polarization, RGS4-accelerated GTP hydrolysis; Potency, µM (titrated, usually from 114 µM), without a hit: at the top dose activity change, negative = inhibition, actives largely listed as inhibitors; 390,000 tested, 0.039% active; AID 504845, 2011; also: % is scaled to controls: 0 for no effect and ±100 for the full control effect; nearly all actives have a fitted effect of over 75% in size; some results filed as inactive show a strong effect at the top dose
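MLSMR compounds (23 nl, pin-transferred) preincubated 10 min at room temperature with a 500nM (2x) first reagent, then RGS4 at 900nM (2x) plus Transcreener GDP mix added; fluorescence polarization (620/688 nm) read before and after 90 min at 30 °C.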
Tb PGK inh: qHTS Assay to Find Inhibitors of Phosphoglycerate Kinase; Phosphoglycerate kinase, glycosomal (Trypanosoma brucei brucei), P07378; PGK/GAPDH coupled, Kinase-Glo luminescence, 60 min; Potency, µM (highest dose often 57.5 µM), for inactives: at the highest dose activity change, negative = inhibition, actives largely listed as inhibitors; 380,000 tested, 0.043% active; also: % is scaled to controls: 0 for no effect and ±100 for the full control effect; nearly all actives have a fitted effect of over 60% in size
Target sequence (P07378 whole entry, looked up): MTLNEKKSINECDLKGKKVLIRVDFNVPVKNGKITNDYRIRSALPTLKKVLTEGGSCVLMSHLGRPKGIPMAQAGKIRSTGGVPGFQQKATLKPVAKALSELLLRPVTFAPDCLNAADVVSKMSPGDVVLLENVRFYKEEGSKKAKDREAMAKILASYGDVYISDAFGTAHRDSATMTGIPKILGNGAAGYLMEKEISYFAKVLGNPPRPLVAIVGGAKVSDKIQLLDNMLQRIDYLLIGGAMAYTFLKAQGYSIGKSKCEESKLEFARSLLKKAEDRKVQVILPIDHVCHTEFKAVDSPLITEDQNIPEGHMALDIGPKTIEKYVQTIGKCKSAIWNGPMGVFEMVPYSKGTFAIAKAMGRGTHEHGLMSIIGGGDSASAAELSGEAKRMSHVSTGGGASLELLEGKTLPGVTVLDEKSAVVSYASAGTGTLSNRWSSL
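Luminescent ATP detection (Kinase-Glo Plus) follows a 60-minute room-temperature incubation, with wells lacking PGK as controls. Buffer: 100 mM TEA (pH 7.6), 5 mM MgCl2, 0.01% Tween-20. Coupling enzyme GAPDH (100 nM final) supplies unstable 1,3-BPG in-well.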
12-LOX inh: Primary qHTS assay for inhibitors of human arachidonate 12S-lipoxygenase (ALOX12): Round 2; purified 12hLO, xylenol orange hydroperoxide absorbance; Potency, µM (titrated, usually from 108 µM), for inactives: at the highest dose activity change, negative = inhibition, hits mostly inhibitors; 580,000 tested, 1.1% active; AID 1671190, 2021; also: % is scaled to controls: 0 for no effect and ±100 for the full control effect
Target sequence (P18054 whole entry, looked up): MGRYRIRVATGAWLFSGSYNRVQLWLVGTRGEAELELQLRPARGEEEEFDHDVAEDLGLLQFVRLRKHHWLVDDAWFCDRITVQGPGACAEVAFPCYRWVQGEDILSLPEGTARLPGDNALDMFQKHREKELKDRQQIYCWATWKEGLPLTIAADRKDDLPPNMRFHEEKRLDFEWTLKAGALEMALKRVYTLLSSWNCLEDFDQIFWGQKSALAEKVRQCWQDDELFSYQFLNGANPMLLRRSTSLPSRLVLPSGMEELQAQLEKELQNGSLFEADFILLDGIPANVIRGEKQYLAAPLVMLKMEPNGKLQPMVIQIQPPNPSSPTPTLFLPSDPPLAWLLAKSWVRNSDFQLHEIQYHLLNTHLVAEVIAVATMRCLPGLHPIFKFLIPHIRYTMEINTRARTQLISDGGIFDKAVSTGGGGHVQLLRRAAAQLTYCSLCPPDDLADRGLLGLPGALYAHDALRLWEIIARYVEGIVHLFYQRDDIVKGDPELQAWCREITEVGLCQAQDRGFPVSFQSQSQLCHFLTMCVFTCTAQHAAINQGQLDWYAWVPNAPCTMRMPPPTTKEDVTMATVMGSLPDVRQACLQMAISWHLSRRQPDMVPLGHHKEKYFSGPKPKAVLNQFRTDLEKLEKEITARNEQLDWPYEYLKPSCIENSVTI
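Hydroperoxide product was detected by ferrous iron/xylenol orange as the 573 to 405 nm absorbance ratio. Arachidonic acid at 40 uM (final) was turned over for 30 min at room temperature by 150 nM human 12hLO, pH 7.0 Hepes buffer, after 15 min compound preincubation.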
Pin1 inhibitor: qHTS Assay to Find Inhibitors of Pin1. Peptidyl-prolyl cis-trans isomerase NIMA-interacting 1 (Homo sapiens), Q13526. Pin1 FP peptide displacement, HiFluor488, 10 min. Potency, µM (doses to about 115 µM), for inactives: at the top dose activity, negative = inhibition, most hits filed as inhibitors. 390,000 tested, 0.009% active; active = well fitted inhibition curve with a large enough effect in the polarisation, with a control signal flat, not every such curve was filed as active; inconclusive = small, poorly fitted or top-dose-only effect, or effect the other way, or a change in a side signal; inactive = no such curve, though single readings can be large or run the other way; the % refers to the polarisation; also: % is scaled to controls: 0 for no effect and ±100 for the full control effect
ERG-DNA inh: qHTS for Small Molecule Inhibitors of the ERG Ets/DNA interaction; fluorescence polarization, His-ERG Ets domain / labelled DNA; Potency, µM (titrated, usually from 76.9 µM), for inactives: at the top dose FP activity, negative = inhibition, hits mostly inhibitors; 370,000 tested, 0.028% active; Transcriptional regulator ERG (Homo sapiens), P11308; active = well fitted inhibition curve with a large enough effect in the polarisation, with a control signal flat; inconclusive = small, poorly fitted or top-dose-only effect, or effect the other way, or a change in a side signal; inactive = no such curve, though single readings can be large or run the other way; the % refers to the polarisation;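 also: polarization taken with two DNA probes labelled with fluorescein and Texas red; % of control where 0% means no effect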
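His-tagged ERG Ets domain (1 uM in the protein solution; 300mM KCl, 50mM Tris-HCl, 1mM EDTA, 1mM DTT, pH 7.5) received compound, then a probe mix of 5 nM fluorescein-DNA and 100nM Texas-615-DNA. Fluorescence polarization was read for both dyes.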
JMJD2A Tudor: qHTS Assay for Inhibitors of JMJD2A-Tudor Domain | Lysine-specific demethylase 4A (Homo sapiens), O75164 | AlphaScreen JMJD2A-Tudor / H3K4me3 peptide binding | Potency, µM (series often up to 114 µM), without a hit: top-dose activity change, negative = inhibition, actives largely listed as inhibitors | 390,000 tested, 4.4% active; also: % is scaled to controls: 0 for no effect and ±100 for the full control effect; nearly all actives have a fitted effect of over 50% in size
TrxR1 inh: qHTS Assay for Inhibitors of Mammalian Selenoprotein Thioredoxin Reductase 1 (TrxR1): qHTS; recombinant rTrxR1, NADPH fluorescence consumption, selenite substrate; Potency, µM (series often up to 114 µM), inactives show at the highest dose activity change, negative = inhibition, actives largely listed as inhibitors; 390,000 tested, 1% active; also: % is scaled to controls: 0 for no effect and ±100 for the full control effect; nearly all actives have a fitted effect of over 65% in size
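Rat TrxR1 (90 nM in the dispensed reagent) was pre-reduced with 400 uM NADPH for 5 min at room temperature, then incubated with compound for 15 min. After 400 uM selenite was added, NADPH fluorescence (Ex 340/Em 450 nm) was followed for 8 min.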
Numbers without * were called inactive; i = inactive; ? = inconclusive; . = no result given; [ ] = remark or other dose. Unless noted, calls follow the shape of the dose curve; as a rule, active = well fitted curve in the direction sought with a large enough effect; inconclusive = small, poorly fitted or top-dose-only effect, or another doubt; inactive = no such curve, though single readings can be large; an effect the other way counts as inactive or inconclusive. Potency is read from the fitted curve at half-maximal effect. The list is partial. The share of hits here may be higher or lower than overall.

| smiles | GLS inhibitor | HP1b chromo inh | RGS4 inhibitor | Tb PGK inh | 12-LOX inh | Pin1 inhibitor | ERG-DNA inh | JMJD2A Tudor | TrxR1 inh |
| --- | --- | --- | --- | --- | --- | --- | --- | --- | --- |
| CC(C)NC(=O)C1CCCN(S(=O)(=O)c2cccc3nonc23)C1 (stereo not given) | -17% | -20% | 23% | -3% | -7% | 2% | -2% | -22% | 13% |
| COCCn1c(SCC(=O)Nc2nc(C)c(Cl)cc2Cl)nc2ccccc21 | 6% | 42%[activator] | 4% | -1% | 57%[activator] | 2% | -7% | -8% | 2%[57.1 µM] |
| COc1cc(OC)cc(C(=O)NNC(=O)CCc2ccccc2)c1 | 3% | 37% | 13% | 5% | 0% | 0% | -4% | 10% | 20% |
| Cc1ccc2nc(Cl)c(C3CC(c4ccco4)=NN3C(=O)CCCC(=O)O)cc2c1 (stereo not given) | -4% | 26% | -27% | 1% | -27% | ? | 9% | -19% | ? |
| CS(=O)(=O)N1CCN(c2ccc(NC(=O)c3ccccc3)cc2)CC1 | 4% | 38% | 0% | -5% | -9% | 3% | 2% | -2% | 15%[57.1 µM] |
| CCOc1ccc(N2C(=O)c3ccccc3C2O)cc1 (stereo not given) | -6% | 28% | -12% | -9% | 20% | ? | 7% | -8% | 5%[57.1 µM] |
| CCOc1ccccc1N1CC(C(=O)Nc2nccs2)CC1=O (stereo not given) | 2% | 6% | -17% | 0% | -1% | 7% | 4% | -13% | 13%[57.1 µM] |
| N#Cc1nc(-c2ccccc2F)oc1N1CCCCC1 | 2% | ? | 13% | 6% | -25% | -2% | 3% | ? | 34% |
| COc1ccc(N=C2C(=O)N3CCCc4cccc2c43)cc1 | 5% | 0% | 0% | 2% | -13% | 9% | 0% | -26% | -11% |
| Cc1ncc([N+](=O)[O-])n1CCOC(=O)Nc1ccc(Cl)c(Cl)c1 | -4% | 23% | -38% | -2% | 0% | -4% | -5% | -3% | 9% |

Overlap with the part before: three entries; new compounds follow.
| smiles | GLS inhibitor | HP1b chromo inh | RGS4 inhibitor | Tb PGK inh | 12-LOX inh | Pin1 inhibitor | ERG-DNA inh | JMJD2A Tudor | TrxR1 inh |
| --- | --- | --- | --- | --- | --- | --- | --- | --- | --- |
| N#Cc1nc(-c2ccccc2F)oc1N1CCCCC1 | 2% | ? | 13% | 6% | -25% | -2% | 3% | ? | 34% |
| COc1ccc(N=C2C(=O)N3CCCc4cccc2c43)cc1 | 5% | 0% | 0% | 2% | -13% | 9% | 0% | -26% | -11% |
| Cc1ncc([N+](=O)[O-])n1CCOC(=O)Nc1ccc(Cl)c(Cl)c1 | -4% | 23% | -38% | -2% | 0% | -4% | -5% | -3% | 9% |
| Cc1ccc(C)c2[nH]c(=O)c(CCNC(=O)CC(C)(C)C)cc12 | -7% | 38%[activator] | 8% | i | -13% | 1% | -6% | -8% | 4% |
| O=C(Cc1cccc2ccccc12)Nc1ccccc1Br | -2% | 36%[activator] | -21% | 1% | -24% | -7% | 4% | -9% | 12% |
| Cc1cc(NC(=O)Cc2ccc(Br)cc2)no1 | 3% | 21% | 9% | -8% | 23% | -6% | -6% | -12% | -2%[57.1 µM] |
| CC(=O)N1CCN(c2nc3cc4c(cc3nc2NS(=O)(=O)c2ccccc2)OCCO4)CC1 | 22% | 34% | 4% | 1% | ? | -2% | 10% | -14% | 21%[57.1 µM] |
| COc1ccc(S(=O)(=O)N(Cc2cccs2)C2CCCC2)cc1 | 1% | 81%[activator] | 19% | 0% | 317%[activator] | 4% | 5% | 51%[activator] | 24% |
| O=c1cc(/C=C/c2cccs2)[nH]c2ccccc12 | 1% | 26% | -18% | i | -36% | 0% | -1% | -2% | -16% |
| OCCNCCOc1ccc(Cl)c(Cl)c1 | -4% | 41% | -5% | -12% | 12% | -3% | 9% | -9% | -17% |
| C=CCn1c(=S)[nH]c2cc(C(=O)NCCc3ccc(S(N)(=O)=O)cc3)ccc2c1=O | 10% | 43%[activator] | 7% | 0% | 185%[activator] | 19% | 2% | -4% | 2% |
| CCNc1nc(NCC)n2c(SCC(=O)N3CC4(C)CC3CC(C)(C)C4)nnc2n1 (stereo not given) | 2% | 13% | -33% | 16% | -12% | -1% | 13% | -8% | -10% |
| Clc1ccc(-c2csc(N3CCC(c4ccccc4)C3)n2)cc1 (stereo not given) | -5% | 74%[activator] | -18% | -1% | 0% | -1% | 11% | 29% | -6% |

Entries of single compounds from above:
CC(C)NC(=O)C1CCCN(S(=O)(=O)c2cccc3nonc23)C1 (stereo not given) as listed: GLS inhibitor: -17%; HP1b chromo inh: -20%; RGS4 inhibitor: 23%; Tb PGK inh: -3%; 12-LOX inh: -7%; Pin1 inhibitor: 2%; ERG-DNA inh: -2%; JMJD2A Tudor: -22%; TrxR1 inh: 13%
O=C(Cc1cccc2ccccc12)Nc1ccccc1Br as listed: GLS inhibitor: -2%; HP1b chromo inh: 36%[activator]; RGS4 inhibitor: -21%; Tb PGK inh: 1%; 12-LOX inh: -24%; Pin1 inhibitor: -7%; ERG-DNA inh: 4%; JMJD2A Tudor: -9%; TrxR1 inh: 12%

The listing picks up, repeating the 2 entries before the break.
| smiles | GLS inhibitor | HP1b chromo inh | RGS4 inhibitor | Tb PGK inh | 12-LOX inh | Pin1 inhibitor | ERG-DNA inh | JMJD2A Tudor | TrxR1 inh |
| --- | --- | --- | --- | --- | --- | --- | --- | --- | --- |
| CCNc1nc(NCC)n2c(SCC(=O)N3CC4(C)CC3CC(C)(C)C4)nnc2n1 (stereo not given) | 2% | 13% | -33% | 16% | -12% | -1% | 13% | -8% | -10% |
| Clc1ccc(-c2csc(N3CCC(c4ccccc4)C3)n2)cc1 (stereo not given) | -5% | 74%[activator] | -18% | -1% | 0% | -1% | 11% | 29% | -6% |
| COc1ccc(CCOC2OC(CO)C(OC(=O)/C=C/c3ccc(O)c(OC)c3)C(O[C@H]3O[C@@H](C)[C@H](O)[C@@H](O)[C@H]3O)C2O)cc1O (stereo not given in full) | 23% | 21% | 1% | i | -17% | -4% | 0% | -24% | 5%[57.1 µM] |
| CN(Cc1cnn(C)c1)C(=O)C1CCCCC1C(=O)O (stereo not given) | -8% | 41%[activator] | -15% | -5% | 0% | -3% | -9% | -3% | 2% |
| N#CC1(NC(=O)COC(=O)Cn2[nH]c(=O)c3ccccc3c2=O)CCCCC1 | -12% | 29% | -32% | -1% | -27% | -3% | -1% | -1% | 10% |
| CCn1c(SCC(=O)N2CCCc3ccccc32)nc2ccccc2c1=O | 13% | 41%[activator] | 9% | 5% | -11% | -2% | 1% | -6% | 19%[57.1 µM] |
| CC(C)NC(=S)N/N=C/c1c[nH]c2ccccc12 | -8% | 5% | -36% | -6% | ? | 0% | 22% | -34% | -20% |
| O=C(CCS(=O)(=O)c1ccccc1)N(Cc1cccnc1)c1nc2ccc(Cl)cc2s1 | -10% | 34% | -26% | -9% | ? | -3% | 1% | -4% | ? |
| CCCn1cc(S(=O)(=O)CC(=O)Nc2ccc(OCC)cc2)c2ccccc21 | -1% | -14% | -21%[56.9 µM] | i | -8% | -4% | 0% | -18%[57.1 µM] | -3% |
| CCOC(=O)C(C)Sc1nnc(NC(=O)c2cccc([N+](=O)[O-])c2C)s1 (stereo not given) | 5% | 9% | 6% | -10% | 11% | -2% | -9% | -17% | 9%[57.1 µM] |
| Cc1csc(SCC(=O)NC(=O)NC(C)C)n1 | -14% | 15% | 27% | -2% | 3% | -14% | -11% | -9% | 23%[57.1 µM] |
| Cn1nnnc1SCC(=O)NC(=O)Cc1ccccc1 | ? | ? | -73%[11.4 µM] | -5% | 0% | ? | -10% | ? | 8% |
| Cc1cccc(C(=O)N(c2ccccn2)C(C)c2ccco2)c1 (stereo not given) | 0% | 10% | 15% | i | 4% | 0% | -6% | -20% | 17%[57.1 µM] |
| COc1ccccc1C(=O)Oc1c(Sc2ccccc2)c(C)nn1C(C)(C)C | 46%[activator] | 62%[activator] | -11% | i | -21% | 4% | 5% | 23% | 15%[2.29 µM] |
| Cc1ccc(CNC(=O)CCCCCn2c(=O)c3sccc3n(CC(=O)C(C)(C)C)c2=O)cc1 | 1% | 51%[activator] | -10% | . | -7% | -1% | -3% | 0% | 16% |
| Cc1cc(C)c(NC(=O)C(C)n2c(=O)c(C(F)(F)F)nc3ccccc32)c(C)c1 (stereo not given) | 2% | 16% | 18% | 3% | -12% | -4% | -3% | -12% | 13%[57.1 µM] |
| CC(C)CNC(=O)C(=O)NN=C1CCCCCC1 | 2% | 27% | -10% | -4% | -8% | -5% | 5% | -8% | -11% |
| Cc1ccc(OCC(=O)Nc2ccc3nc(SCC(N)=O)sc3c2)cc1 | -8% | 17% | 7% | i | -5% | -4% | -5% | -9% | 30% |

From PubChem
